# High-throughput results (PubChem BioAssay)
# IMPase Li cell: IMPase inhibition in cells with lithium potentiation | CHO-M1 cells, IP1 TR-FRET (IP-One), carbachol + lithium | Potency, µM (top dose mostly 59.4 µM), for the others: at the top dose activity, negative = IMPase inhibition, usual class: inhibitors | 210,000 compounds, 0.35% hits | AID 1457;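 also: IP1 builds up when IMPase is blocked and the TR-FRET signal falls; potency is read from the fitted curve at half-maximal effect; plate controls were basal vehicle for no effect and high inhibitor control for full effect; nearly all actives have a fitted effect of over 50% in size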
#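 IP1 accumulation measured by competitive TR-FRET in lysed CHO-M1 cells after 30 min compound exposure at 37C, with a small lithium addition to potentiate weak responses. Hill-equation AC50 from ratio and donor-channel data.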
# CBFb RUNX1 block: CBF-beta/RUNX1 interaction disruption; Q01196+Q13951; AlphaScreen CBFb-His/RUNX1-biotin binding, biochemical; Potency, µM (titrated, usually from 59.8 µM), inactives show top-dose activity, negative = inhibition, most hits filed as inhibitors; 230,000 tested, under 10 active; AID 1477; also: % of control where 0% means no effect
# Target sequence (Q01196 whole entry, looked up): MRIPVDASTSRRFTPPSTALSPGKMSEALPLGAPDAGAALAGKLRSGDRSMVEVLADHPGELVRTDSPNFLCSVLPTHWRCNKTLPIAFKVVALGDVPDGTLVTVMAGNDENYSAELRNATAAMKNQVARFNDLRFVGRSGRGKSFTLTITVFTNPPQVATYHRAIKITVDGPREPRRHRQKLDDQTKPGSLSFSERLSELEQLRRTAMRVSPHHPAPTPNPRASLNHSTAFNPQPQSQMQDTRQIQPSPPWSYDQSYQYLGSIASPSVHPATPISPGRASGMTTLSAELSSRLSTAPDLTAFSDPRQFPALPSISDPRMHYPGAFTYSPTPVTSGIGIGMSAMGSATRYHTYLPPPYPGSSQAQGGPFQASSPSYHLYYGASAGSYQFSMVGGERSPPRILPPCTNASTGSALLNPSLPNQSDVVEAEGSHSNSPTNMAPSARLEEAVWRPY
# Target sequence (Q13951 whole entry, looked up): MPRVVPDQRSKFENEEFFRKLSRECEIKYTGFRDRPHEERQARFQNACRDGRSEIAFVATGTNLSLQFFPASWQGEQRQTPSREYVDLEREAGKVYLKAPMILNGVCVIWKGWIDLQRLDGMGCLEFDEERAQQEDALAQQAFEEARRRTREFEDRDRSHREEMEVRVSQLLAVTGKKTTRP
#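 CBF-beta (His) and RUNX1 (biotin), 30 nM each; 20 min preassociation; + compound, 15 min; + beads 50 ng each (Ni, streptavidin), 90 min; RT; AlphaScreen read.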
# KinaseGlo FLuc: counter-screen: inhibitors of Kinase-Glo firefly luciferase; Potency, µM (series often up to 38.3 µM), for the others: at the highest dose activity change, negative = inhibition, hits mostly inhibitors; 200,000 compounds, 0.28% hits; AID 1379; Kinase-Glo luciferase, ATP luminescence, 8 min; also: potency is read from the fitted curve at half-maximal effect; % is scaled to controls: 0 for no effect and ±100 for the full control effect; nearly all actives have a fitted effect of over 60% in size
#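 Inhibition of Kinase-Glo luciferase light generation was assessed at 10 uM ATP in pH 7.2 imidazole buffer, with luminescence measured after eight minutes at ambient temperature.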
# SMN2 splice enh: enhancers of SMN2 splice variant expression | HEK293 SMN2-luciferase splicing reporter, luminescence, 30-36 h | Potency, µM (doses to about 46.1 µM), for inactives: at the highest dose activity change, positive = activation, actives largely listed as activators | 210,000 compounds, 2.8% hits | AID 1458; also: potency is read from the fitted curve at half-maximal effect; % of control where 0% means no effect; nearly all actives have a fitted effect of over 55% in size
#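 HEK293 cells carry an SMN2 […]–luciferase reporter in which exon 7 inclusion puts luciferase in frame. Cells were plated 10-12 h before compound addition, then incubated 30-36 h at 37C. ONE-Glo luminescence was read; sodium butyrate at 4.5 mM final served as control.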
# HTT cytoprotect: cytoprotection in Huntington HTT-Q103 PC12 cell model; PC12 HTT-Q103 induced, cytoprotection, ATP luminescence, 40 h; Potency, µM (top dose mostly 56.4 µM), without a hit: cytoprotection (ATP increase), hits mostly activators; 230,000 compounds, 0.14% hits; AID 1471;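 also: potency is read from the fitted curve at half-maximal effect; % of control where 0% means no effect; nearly all actives have a fitted effect of over 45% in size; toxic huntingtin expression switched on by the ecdysone agonist tebufenozide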
#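 Compounds added alongside 100 nM tebufenozide, which induces toxic Q103 huntingtin exon 1-GFP in stable PC12 cells; surviving cells quantified by luminescent ATP measurement. Medium: phenol red-free DMEM, 5% equine and 5% calf serum.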
# Lamin A splicing: LMNA splicing modulation; HeLa LMNA splicing GFP/RFP minigene ratio, 48 h; Potency, µM (highest dose often 46.1 µM), inactives show at the top dose ratio change, negative = inhibition, hits mostly inhibitors; 200,000 compounds, 0.01% hits; active = well fitted inhibition curve with a large enough effect in the signal ratio, with a control signal flat, not every such curve was filed as active; inconclusive = small, poorly fitted or top-dose-only effect, or effect the other way, or a change in a side signal; the % refers to the signal ratio; also: potency is read from the fitted curve at half-maximal effect; % is scaled to controls: 0 for no effect and ±100 for the full control effect
#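 S3 HeLa cells stably expressing lamin A-EGFP splicing minigene plus DsRed2, 600 cells/well, 48 h compound exposure at 37C. Laser-scanning cytometry; analysed as GFP (500-530 nm)/RFP (575-640 nm) total intensity ratio; 0.5% DMSO vehicle.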
# HTT aggregate: mutant huntingtin aggregation inhibition | 220,000 compounds, 1.1% hits | PC12 HttQ103-GFP aggregates, Acumen cytometry, 40 h | Potency, µM (titrated, usually from 46.1 µM), inactives show at the highest dose activity change, negative = inhibition, usual class: inhibitors; also: potency is read from the fitted curve at half-maximal effect; % is scaled to controls: 0 for no effect and ±100 for the full control effect; nearly all actives have a fitted effect of over 60% in size
#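 PC12/HTTQ103-GFP, ecdysone-inducible; teb 100 nM; cpd qHTS titration; GFP aggregates read on laser cytometer, Ex 488/Em 500-530 nm.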
# Starred values were filed as active, the others as inactive; ? = inconclusive; . = no result given; & = joins results of further samples; [ ] = dose if it differs, or a comment. Unless noted, calls follow the shape of the dose curve; as a rule, active = well fitted curve in the direction sought with a large enough effect; inconclusive = small, poorly fitted or top-dose-only effect, or another doubt; inactive = no such curve, though single readings can be large; an effect the other way counts as inactive or inconclusive. Compounds as they come. About 4% of those tested had a hit in this group.
SMILES,IMPase Li cell,CBFb RUNX1 block,KinaseGlo FLuc,SMN2 splice enh,HTT cytoprotect,Lamin A splicing,HTT aggregate
CCOC(=O)C1CCCN(C(=O)c2ccc(Cl)c(S(=O)(=O)N3CCCCC3)c2)C1 (stereo not given),12%,1%,2%,-29%,-26%,-10%[46 µM],27%
CCOC(=O)C(NC(=O)CC)(Nc1ccccc1OC)C(F)(F)F (stereo not given),.,6%,.,.,-3%,7%,-1%
CNc1ccc(Br)cc(C(=O)/C=C/c2ccc(OC)cc2OC)c1=O,6%,-3%,-9%,-68%[inhibitor],.,?,-26%
CCOc1ccc(NC(=O)c2cc(Cl)nc3ccccc23)cc1,.,0%,.,.,17%[10 µM],.,25%[9.22 µM]
OC[C@@H](O)[C@H](O)C(/C=N/Nc1ccccc1)=N\Nc1ccccc1,.,-4%,.,.,-4%[10 µM],.,-8%[9.22 µM]
Cc1cc(C)c(NC(=O)/C(=C/c2ccco2)c2ccccc2)c(C)c1,10%[38.3 µM],-3%,0%,-4%,-12%,5%,5%[9.22 µM]
CC(Oc1ccc(Br)cc1Br)C(=O)NC1CCCC1 (stereo not given),10%,12%,2%,.,5%[10 µM],?,-2%[9.22 µM]
O=C(CSc1ccccc1)Nc1nnc(/C=C/c2ccccc2)s1,.,-2%,.,.,21%[10 µM],-1%,4%
CNC(=O)CN(c1ccc2c(c1)OCCO2)S(C)(=O)=O,19%[38.3 µM],5%,-5%,18%,19%,13%,-7%
O=C(NCCCn1ccnc1)c1cc(S(=O)(=O)N2CCOCC2)c(Cl)cc1Cl,-11%[38.3 µM],9%,-2%,-18%,-3%,2%,1%
Cc1ccc(S(=O)(=O)N(CC(=O)Nc2ccccc2C(=O)O)c2ccccc2)cc1,0%,0%,2%,3%,-34%,?,8%
O=C(CN1C(=O)c2cccnc2C1=O)c1ccccc1,5%,4%,1%,?,-8%[10 µM],8%,6%
COc1ccc2cc3cc(C(=O)NCc4cccs4)oc3nc2c1,4%[38.3 µM],7%,-1%,23%,-19%,?,19%
O=C(Cc1csc(-c2ccccc2)n1)Nc1ccc(C(F)(F)F)cc1,-6%,24%,-1%,3%,36%[10 µM],?,?
COCCN1CCC(CNCc2c(C(=O)N3CCCCC3)nc3c(C)cccn23)C1 (stereo not given),.,7%,.,.,7%[10 µM],.,-3%[9.22 µM]
O=C(c1ccc2c(=O)n3c(nc2c1)CCCCC3)N1CCN(c2ccccc2)CC1,.,-2%,.,.,-4%[10 µM],.,-6%[9.22 µM]
Cc1onc(-c2ccccc2)c1C(=O)Nc1ccc(S(=O)(=O)N2CCCCC2)cc1,4%,-1%,2%,-20%,2%,?,-20%
CC1(C)Cc2nc3sc4c(=O)n(CC(=O)NCc5ccco5)cnc4c3cc2CO1,-4%[38.3 µM],-1%,1%,13%,-20%[0.074 µM],-18%,-4%
CCOc1ccccc1NC(=O)C(OC(=O)c1ccc(CC)cc1)c1ccccc1 (stereo not given),10%,?,2%,2%,4%[10 µM],5%,9%
O=C(NCC1CCCO1)C12CN(Cc3ccccc3)CC1C(c1cccc([N+](=O)[O-])c1)=NO2 (stereo not given),8%,-5%,2%,-1%,-12%[10 µM],-12%,-2%
Cc1ccc(S(=O)(=O)N(C)C)cc1NC(=O)[C@H](Cc1ccccc1)N1C(=O)c2ccccc2C1=O,14%,5%,1%,5%,4%[10 µM],-2%,-9%
CN(C(=O)CSc1nnc(-c2n[nH]c3ccccc23)o1)c1ccccc1,13%,-7%,-2%,-10%,-1%[10 µM],-21%,1%
Cc1cccc(Nc2c3c(nc4ccccc24)CCC3)c1,.,-1%,.,.,-1%[10 µM],.,-8%[9.22 µM]
Cc1ccc(Nc2ccc(C(N)=O)cc2[N+](=O)[O-])cc1C,-12%,2%,1%,-36%[inhibitor],-9%[10 µM],?,-10%
COc1ccc(OC)c(-c2cc(C(=O)Nc3c(C)nn(Cc4ccccc4C)c3C)no2)c1,13%[38.3 µM],-7%,2%,-33%[inhibitor],-71%[inhibitor],?,-24%

# (listing goes on)
SMILES,IMPase Li cell,CBFb RUNX1 block,KinaseGlo FLuc,SMN2 splice enh,HTT cytoprotect,Lamin A splicing,HTT aggregate
CC(C)c1ccc(Nc2nc(CC(=O)O)cs2)cc1,14%,4%,-4%,.,-32%[inhibitor],.,-16%
O=C(CCCn1c(SCC(=O)c2ccc(O)c(O)c2)nc2ccccc2c1=O)NCC1CCCO1 (stereo not given),-11%[38.3 µM],-21%,1%,-20%,3%,1%,-10%
CCOc1cc(C(=O)Nc2ccon2)cc(OCC)c1OCC,7%[38.3 µM],5%,-4%,1%,13%,1%,-8%
Cc1ccc(CSCCNS(=O)(=O)c2ccc(C)cc2)cc1,13%,7%,4%,-7%[1.84 µM],32%[10 µM],-9%,16%
Cn1cnc(S(=O)(=O)Nc2ccccc2C(=O)NCC2CC2)c1,.,8%,.,.,-7%[10 µM],.,-5%[9.22 µM]
O=C(CN1CCN(S(=O)(=O)c2ccc(Cl)cc2)CC1)Nc1ccc(F)cc1F,-2%[38.3 µM],6%,-4%,-14%,-25%,-4%,-5%
COCCn1nnnc1C(c1cc2cc(C)ccc2[nH]c1=O)N1CCN(C2CCCCC2)CC1 (stereo not given),27%[38.3 µM],-4%,-1%,.,-5%[10 µM],1%,6%
CC1C(=O)OC(c2ccc(Br)cc2)C(C)(C)C1=O (stereo not given),.,-1%,.,.,-3%[10 µM],.,-3%[9.22 µM]
COc1cc2[nH]c(=S)n(Cc3ccc(C)cc3)c(=O)c2cc1OC,2%,4%,-3%,1%,-45%[inhibitor],.,11%
C=CCOc1cccc(CNn2cn[nH]c2=S)c1,-6%[38.3 µM],-3%,-3%,0%,-1%,2%,10%
Cc1ccc(N(CC(O)CN2CCCC2)S(=O)(=O)c2ccccc2)cc1 (stereo not given),3%[38.3 µM],-3%,3%,-1%,-3%,0%,-3%
COc1cccc(-c2nc(N3CCN(C)CC3)c3ccccc3n2)c1,?,.,.,.,-37%[inhibitor],-18%,.
O=C(CN1C(=O)CSC1=O)Nc1ccccc1N1CCOCC1,-6%[38.3 µM],2%,-4%,-3%,12%[10 µM],2%,-3%
O=C(NCCCn1ccnc1)/C(=C\c1cccnc1)NC(=O)c1ccco1,-6%,-1%,0%,6%,-20%,8%[46 µM],-6%
COc1ncc2nc(C)c(=O)n(C)c2n1,0%,.,-4%,-16%,7%,.,.
Cn1c(NC(=O)c2ccc3c(c2)OCO3)cc(=O)n(C)c1=O,3%,6%,0%,-6%,-8%,-13%,0%
CCCCC1=CC2=CC(=O)C(C)(OC(=O)CC)C(=O)C2=CN1C(CO)CO (stereo not given),0%,-2%[13.1 µM],-2%[7.66 µM],-6%[9.22 µM],8%&4%[10 µM],?,-15%[9.22 µM]
O=C(O)COc1ccc(OCCNC[C@@H](O)COc2ccccc2)cc1,1%,3%[21.7 µM],-1%,.,-40%,.,.
Cc1cccc(NC(=O)CSc2ncnc3nc[nH]c23)c1C,13%[38.3 µM],1%,-6%,-5%,-3%,?,6%
Cc1cc(C(=O)C(C)Cl)c(C)n1Cc1ccco1 (stereo not given),10%,?,1%,-11%,4%[10 µM],0%[46 µM],14%
O=C(CSc1nccc(=O)[nH]1)c1c[nH]c2ccccc12,.,-7%,.,.,11%[10 µM],.,-11%[9.22 µM]
CCOC(=O)c1ccc(NC(=O)N2CCN(c3ccccc3OC)CC2)cc1,-14%,8%,6%,-35%,-34%[inhibitor],.,23%
COC(=O)CN1C(=S)N(c2ccccc2)C(=O)C1CC(=O)Nc1ccc(Cl)cc1 (stereo not given),1%,9%,4%,15%,.,6%,-16%
COC(=O)C1=C(C(=O)OC)[C@@H]2N(Cc3ccccc3)c3ccccc3[C@@]23C[C@@H](C(=O)OC)N(C(=O)c2cc(C)oc2C)C3=N1,7%,-1%[13.1 µM],-2%[7.66 µM],-7%[9.22 µM],-5%[10 µM],0%[9.22 µM],.
CCOC(=O)N1CCN(c2c(N3CCN(c4ccccn4)CC3)c(=O)c2=O)CC1,15%[38.3 µM],8%,2%,-16%,8%,-7%,-8%
O=C(OCn1nnc2ccccc2c1=O)c1cn(-c2ccccc2)nc1-c1cccnc1,17%[38.3 µM],10%,-3%,-9%,-8%,?,0%
CC1(C)Cc2c(sc3nnn(CC(=O)Nc4ccccc4)c(=O)c23)CO1,.,6%,.,.,2%[10 µM],?,0%[9.22 µM]

# Part of the list above, as tab-separated lines:
structure	IMPase Li cell	CBFb RUNX1 block	KinaseGlo FLuc	SMN2 splice enh	HTT cytoprotect	Lamin A splicing	HTT aggregate
CC(C)c1ccc(Nc2nc(CC(=O)O)cs2)cc1	14%	4%	-4%	.	-32%[inhibitor]	.	-16%
O=C(CCCn1c(SCC(=O)c2ccc(O)c(O)c2)nc2ccccc2c1=O)NCC1CCCO1 (stereo not given)	-11%[38.3 µM]	-21%	1%	-20%	3%	1%	-10%
CCOc1cc(C(=O)Nc2ccon2)cc(OCC)c1OCC	7%[38.3 µM]	5%	-4%	1%	13%	1%	-8%
Cc1ccc(CSCCNS(=O)(=O)c2ccc(C)cc2)cc1	13%	7%	4%	-7%[1.84 µM]	32%[10 µM]	-9%	16%
Cn1cnc(S(=O)(=O)Nc2ccccc2C(=O)NCC2CC2)c1	.	8%	.	.	-7%[10 µM]	.	-5%[9.22 µM]
O=C(CN1CCN(S(=O)(=O)c2ccc(Cl)cc2)CC1)Nc1ccc(F)cc1F	-2%[38.3 µM]	6%	-4%	-14%	-25%	-4%	-5%
COCCn1nnnc1C(c1cc2cc(C)ccc2[nH]c1=O)N1CCN(C2CCCCC2)CC1 (stereo not given)	27%[38.3 µM]	-4%	-1%	.	-5%[10 µM]	1%	6%
CC1C(=O)OC(c2ccc(Br)cc2)C(C)(C)C1=O (stereo not given)	.	-1%	.	.	-3%[10 µM]	.	-3%[9.22 µM]
